Growth percent in the NCI-60 one-dose screen (48 h, 10 µM unless noted): 100 = growth as untreated, 0 = no growth, -100 = all killed.
HS 578T = HS 578T breast cancer; AID 1794788; actives 4.1% (n = 78,000)
SR = SR leukemia cells | actives 8.7% (n = 73,000) | AID 1794780
K-562 = K-562 leukemia | actives 7.4% (n = 78,000) | AID 1794777
MCF7 = MCF7 breast cancer | actives 6.3% (n = 82,000) | AID 1794796
BT-549 = BT-549 breast cancer; actives 4.4% (n = 78,000)
MDA-MB-231 = MDA-MB-231 breast cancer | actives 5% (n = 81,000) | AID 1794789
MDA-MB-468 = MDA-MB-468 breast cancer | actives 8.5% (n = 78,000) | AID 2202374
T-47D = T-47D breast cancer; actives 5% (n = 79,000); AID 1794792
The depositor's hits bear a star; . = not tested or not shown; & = joins results of further samples. Rule for the calls: active = growth percent below 10; inactive = the rest.

SMILES	HS 578T	SR	K-562	MCF7	BT-549	MDA-MB-231	MDA-MB-468	T-47D
NS(=O)(=O)Oc1ccc2c(ccn2C(=O)C2CCCCC2)c1	113.6	112.9	93.4	115.6	106.6	104.4	92.6	116.0
OCC1OC(n2cnc3c(N4CCCCC4)ncnc32)C(O)C1O (configuration not stated)	94.3	112.5	116.0	90.2	104.6	96.4	96.3	.
COc1ccc2nc(N)sc2c1	.	108.6	102.7	96.2	.	100.1	118.6	101.5
C#CC[C@@H]1C[C@]2(C)[C@H]3CC[C@@H]4[C@H]5C(C(=C)C)CC[C@]5(C(=O)NCCCCCCCCN)CC[C@@]4(C)[C@]3(C)CC[C@H]2C(C)(C)[C@H]1OC(C)=O (some centres not stated)	109.3	-16.0*	-41.8*	-18.9*	97.5	67.9	104.9	.
Nc1cc(=O)n(-c2ccccc2)nc1Cl	94.9	112.7	99.9	97.8	101.8	104.6	101.7	81.2
O=S(=O)(NCCCNc1nccc(-c2c(-c3ccc(F)c(O)c3)nc3occn23)n1)c1ccccc1	87.3	70.2	56.8	77.3	114.1	57.7	94.8	101.5
COc1ccc(C2CC(c3ccc(OC)cc3O)=NN2c2ccc(S(N)(=O)=O)cc2)cc1 (configuration not stated)	78.1	8.1*	10.8	13.7	58.2	61.1	56.0	24.5
CCCCCCC#CC(=O)O	103.9	88.1	103.2	84.6	96.4	119.9	114.0	95.1
CN(C1c2ccccc2Oc2ccccc21)S(=O)(=O)c1cc(Cl)ccc1Cl	76.2	12.8	14.9	21.4	71.9	69.7	18.9	39.3
Cc1nn(-c2ccc(Br)cc2)c2nc3c(nc12)C(=O)CC(C)(C)C3	82.7	.	.	79.8	88.5	75.0	75.4	83.1
O=C(COC(=O)c1cc2ccccc2cc1O)Nc1ccc2c(c1)OCO2	101.0	108.3	93.1	86.1	98.2	102.1	.	99.3
O=C(O)C1(C(=O)O)c2ccccc2-c2c1c1c3ccccc3[nH]c1c1c2[nH]c2ccccc21	94.9	78.9	53.4	62.5	98.2	83.4	110.4	63.5
C#CC1(OCC(CCl)OC(N)=O)CCCCC1 (configuration not stated)	.	.	96.2	93.6	106.5	119.6	87.6	94.9
Cc1ccc(S(=O)(=O)NC(CCCNC(=O)OCc2ccccc2)C(=O)O)cc1 (configuration not stated)	107.0	81.5	107.0	99.1	99.8	130.3	108.3	103.0
COC(=O)c1cccc([N+](=O)[O-])c1	101.7	99.0	119.9	103.9	130.9	.	105.0	.
CC(=O)SC1CC(=O)OC1=O (configuration not stated)	101.2	99.3	92.5	94.2	116.2	103.6	.	95.0
COc1cc(/C=C2\C(=O)Nc3cc(Cl)ccc32)ccc1OCc1ccc(Cl)cc1	95.0	95.4	90.1	49.3	93.0	91.6	95.4	85.2
Cc1c([N+](=O)[O-])cc(I)c(I)c1I	94.4	82.9	92.4	88.4	.	99.8	96.6	101.4
C=CC[n+]1c(/C=C2\Sc3ccccc3N2C)sc(-c2ccccc2)c1-c1ccccc1	56.9	1.9*	7.3*	6.4*	11.9	31.4	1.2*	5.7*
COc1ccc(NC(=O)CCCCCCNC(=O)C(O)(O)C(F)(F)F)cc1	56.9	15.0	21.7	38.4	76.4	59.5	31.8	18.7
O=C(O)CCCCNC(=O)c1ccccc1	108.3	95.7	89.3	100.9	102.8	99.1	97.7	88.2
Nc1nc(N)nc(NCCN(CCCB(O)O)CCNc2nc(N)nc(N)n2)n1	103.8	111.8	101.9	101.8	99.8	108.1	110.9	105.7
Cc1[nH]c2ccccc2c1C(C[N+](=O)[O-])c1ccccc1 (configuration not stated)	94.2	96.4	92.5	103.1	99.3	95.8	100.4	81.4
CC(C)(C)[Si](C)(C)OC1[C@@H](O[Si](C)(C)C(C)(C)C)[C@@H](CNC(=O)NC(=O)NC(=O)CI)O[C@H]1n1cnc2c(NC(=O)Nc3ccccc3)ncnc21 (some centres not stated)	67.4	2.3*	52.3	70.8	97.3	-49.7*	75.5	87.5
Clc1cccc(Cc2cn3cc(-c4ccccc4)nc3s2)c1	76.8	.	21.1	21.1	77.5	52.2	44.3	11.5
O=C(CCC1CCCC1)c1ccccc1	93.8	.	93.4	89.7	109.1	109.2	95.1	94.6
O=C1/C(=C/c2ccc(O)cc2)COc2ccc(-c3ccccc3)cc21	88.2	.	39.3	34.2	80.9	94.6	65.0	30.8
O=C(NCCCN1C(=O)c2ccccc2C1=O)OCc1ccccc1	114.3	101.5	113.2	101.7	105.3	92.8	109.2	107.3
C#CC(O)(c1ccc(Cl)cc1)c1ccc(Cl)cc1	110.4&117.0	95.8&89.4	87.0&99.8	110.7&97.7	116.2&97.7	92.7&100.0	114.1&106.6	105.4&68.0
Nc1nc(=S)cc(Nc2ccccc2Cl)[nH]1	94.0	92.6	82.7	93.3	109.1	88.3	97.7	82.7
Brc1ccc2c(ccc3c2nnc2ncnn23)c1	82.5	.	92.8	63.1	115.1	90.4	88.7	87.8
Cc1[nH]n(-c2cccc(Cl)c2)c(=O)c1/C=C1\C=c2ccccc2=CC1=O	82.2	29.7	99.1	8.7*	90.2	4.1*	34.5	-7.7*
CCCn1cnc2c(c1=N)C(c1ccc(Cl)cc1)c1sc3c(F)cccc3c1O2 (configuration not stated)	91.2	24.7	29.1	32.3	105.4	69.7	42.4	64.6
CCC(C)(O)Cc1ccc(Cl)cc1 (configuration not stated)	107.6	101.0	99.3	92.8	98.5	95.7	100.7	94.9
CCOC(=O)CN(CC)CC(=O)OCC	117.3	90.0	115.9	95.5	109.7	100.8	88.8	102.3
S=c1ccnc[nH]1	113.4	130.9	113.2	107.2	105.8	115.1	121.6	125.1
O=c1[nH]c2ccccc2cc1CSc1nccc(-c2ccc(-c3ccccc3)cc2)n1	96.0	.	90.0	95.6	85.3	105.9	104.6	86.9
Cc1ccc(S(=O)(=O)NC(=O)Nc2nccs2)cc1	111.3	121.0	106.9	87.8	124.6	112.7	108.2	106.4
COc1ccc(/C=N/NC(=O)c2cnn3c2N(C(C)=O)C(c2ccccc2)C3)cc1OC1CCCC1 (configuration not stated)	93.3	77.6	94.0	98.4	77.7	89.3	84.0	.
COc1ccc(CCNC=O)cc1OC	104.5	116.7	114.8	94.1	96.1	111.9	77.7	99.7

2 entries from above, with bars between the fields.
Structure | HS 578T | SR | K-562 | MCF7 | BT-549 | MDA-MB-231 | MDA-MB-468 | T-47D
COc1ccc(/C=N/NC(=O)c2cnn3c2N(C(C)=O)C(c2ccccc2)C3)cc1OC1CCCC1 (configuration not stated) | 93.3 | 77.6 | 94.0 | 98.4 | 77.7 | 89.3 | 84.0 | .
COc1ccc(CCNC=O)cc1OC | 104.5 | 116.7 | 114.8 | 94.1 | 96.1 | 111.9 | 77.7 | 99.7

Further structures
SMILES	HS 578T	SR	K-562	MCF7	BT-549	MDA-MB-231	MDA-MB-468	T-47D
NC(=O)CSc1ccccc1	93.3	93.8	100.3	99.0	107.8	103.3	103.7	98.1
CC1=C2[C@@H](O)C[C@]2(C)[C@H]2C[C@@](C)(CO)C[C@H]2[C@@H]1O	111.6	101.3	100.1	91.5	103.1	106.3	81.7	117.7
COc1cc2c(cc1OC)C(C1CC1)N(S(N)(=O)=O)CC2 (configuration not stated)	108.1	85.7	108.5	101.3	97.9	111.7	101.8	103.6
COc1ccc(-c2cc(C(=O)N3CCN(C(=O)c4ccccc4NCc4cc(OC)c(OC)c(OC)c4)CC3)nc3cc(-c4ccccc4)nn23)cc1	98.6	83.1	83.4	100.5	.	85.1	88.2	93.8
Nc1ccc(S(=O)(=O)O)c2cccc(O)c12	104.0	85.8	108.2&105.7	110.4&101.5	111.9&98.1	112.8&94.1	116.8	111.6&91.0
O=C(O)c1cn(C2CC2)c2cc(N3CCN(C(=O)C[n+]4cccc5ccccc54)CC3)c(F)cc2c1=O	84.9	15.6	.	45.2	75.8	99.8	71.4	74.0
CNC(=O)c1cc(-n2ccc3cc(NC(=O)c4cc(C(F)(F)F)cc(C(F)(F)F)c4)ccc32)ccn1	105.0	80.8	76.2	85.1	102.6	96.8	92.0	91.7
COc1ccccc1NC(=O)/C=C\C(=O)O	104.7	103.8	.	104.9	84.9	105.8	117.8	107.7
COc1ccc(-c2cn(-c3cccc(C(=O)/C=C/c4cc(OC)c(OC)c(OC)c4)c3)c(=O)[nH]2)cc1	.	-12.5*	0.1*	-34.5*	138.6	19.4	.	-9.5*
Cn1cc(-c2ccc3cc(-c4ccc(CC(=O)Nc5cc(C(C)(C)C)on5)cc4)cnc3c2)cn1	9.7*	3.7*	5.0*	40.8	33.0	11.4	30.7	34.5
O=C1Nc2ccccc2/C1=C/C(=O)c1ccc(-n2ccnc2)cc1	93.0	41.5	90.0	90.7	95.9	92.1	100.9	78.2
CCCCC/C(=C(\C#N)C(=O)OCC)c1ccccc1	105.4	105.6	104.4	108.1	108.0	114.4	98.7	94.9
CN(C)C(=O)c1ccc(N=Nc2c(O)c3ccccc3[nH]c2=O)cc1	100.2	76.4	91.9	90.9	95.4	97.6	99.2	88.4
CC(C)(C)c1ccc(O)c(CNCCO)c1	90.1	92.6	100.3	94.3	106.7	103.3	91.6	101.6
COc1cc(OC)cc(-c2ccc(C(=N)N)nc2)c1	90.8	112.6	101.8	87.3	97.2	88.1	101.6	95.9
CCOC(=O)c1c(C)oc2ncnc(N3CCN(CC(=O)Nc4ccc(Cl)cc4)CC3)c12	97.0	87.6	91.8	96.9	95.4	99.0	110.5	90.8
O=C(O)COC(=S)SCC(=O)O	.	92.4	110.1	98.9	106.8	107.7	105.2	104.4
COc1ccc(-c2ccnc(SCc3cc4cc(OC)ccc4[nH]c3=O)n2)cc1	28.2	4.5*	4.7*	.	-3.1*	22.7	-26.3*	2.8*
O=C(Nc1ccccc1)c1nc(=O)[nH]c2ccccc12	101.0	113.4	95.0	78.0	107.0	92.8	104.6	93.6
COc1ccc2c(C3=C(c4c[nH]c5ccccc45)C(=O)NC3=O)coc2c1	76.1	48.7	66.9	78.5	83.2	71.1	55.5	70.2

Reformatted: results already given.
mol,HS 578T,SR,K-562,MCF7,BT-549,MDA-MB-231,MDA-MB-468,T-47D
O=C1Nc2ccccc2/C1=C/C(=O)c1ccc(-n2ccnc2)cc1,93.0,41.5,90.0,90.7,95.9,92.1,100.9,78.2
CCCCC/C(=C(\C#N)C(=O)OCC)c1ccccc1,105.4,105.6,104.4,108.1,108.0,114.4,98.7,94.9
CN(C)C(=O)c1ccc(N=Nc2c(O)c3ccccc3[nH]c2=O)cc1,100.2,76.4,91.9,90.9,95.4,97.6,99.2,88.4
CC(C)(C)c1ccc(O)c(CNCCO)c1,90.1,92.6,100.3,94.3,106.7,103.3,91.6,101.6
COc1cc(OC)cc(-c2ccc(C(=N)N)nc2)c1,90.8,112.6,101.8,87.3,97.2,88.1,101.6,95.9
CCOC(=O)c1c(C)oc2ncnc(N3CCN(CC(=O)Nc4ccc(Cl)cc4)CC3)c12,97.0,87.6,91.8,96.9,95.4,99.0,110.5,90.8
O=C(O)COC(=S)SCC(=O)O,.,92.4,110.1,98.9,106.8,107.7,105.2,104.4
COc1ccc(-c2ccnc(SCc3cc4cc(OC)ccc4[nH]c3=O)n2)cc1,28.2,4.5*,4.7*,.,-3.1*,22.7,-26.3*,2.8*
O=C(Nc1ccccc1)c1nc(=O)[nH]c2ccccc12,101.0,113.4,95.0,78.0,107.0,92.8,104.6,93.6
COc1ccc2c(C3=C(c4c[nH]c5ccccc45)C(=O)NC3=O)coc2c1,76.1,48.7,66.9,78.5,83.2,71.1,55.5,70.2

More compounds
SMILES	HS 578T	SR	K-562	MCF7	BT-549	MDA-MB-231	MDA-MB-468	T-47D
O=C1CCCN1c1nc(-c2ccc(-c3ccccc3)cc2)c(Br)s1	88.6	59.7	65.7	75.4	95.3	79.8	64.3	72.0
CC(=O)OC(COC(c1ccccc1)(c1ccccc1)c1ccccc1)Cn1cnc2c1c(=O)n(C)c(=O)n2C (configuration not stated)	116.8	88.1	94.4	99.2	101.3	100.1	122.5	89.7
CCOC(=O)c1[nH]n(-c2ccccc2)c(=O)c1C=NC(=S)c1cccnc1	97.2	96.6	99.9	103.6	101.5	106.7	109.4	82.6
Cc1cc(=O)n2n1-c1ccc(F)cc1NC(=O)C2	106.8	91.0	101.8	96.9	108.1	105.5	102.3	95.7
COc1ccc2[nH]c(=S)cc(S)c2c1	101.8	95.5	96.7	100.2	125.1	89.9	108.5	96.8
O=C(C[n+]1ccc2ccccc2c1)c1cccc2ccccc12	98.6	79.7	56.6	76.1	86.7	69.3	85.4	79.3
O=C1CSC(=S)N1CCc1ccccc1	108.3	76.4	90.9	87.8	119.7	99.9	103.3	79.7
O=c1n(CCCN2CCN(c3cccc(Cl)c3)CC2)nc2ccccn12	100.9	76.5	75.7	96.0	102.7	98.5	94.2	96.2
COc1ccc(C23N=CC4(CCC(=O)N4c4ccccc4C2O)O3)cc1 (configuration not stated)	109.3	106.4	135.5	101.3	104.5	86.0	104.1	98.0
CC1(C)OCC(C2OC3OC(C)(C)OC3C2OS(C)(=O)=O)O1 (configuration not stated)	108.8	95.1	98.6	99.9	103.0	128.4	99.9	100.9
COC(=O)c1nc2c(cnn2-c2nnc3n(-c4ccccc4)c(=O)/c(=C\c4ccc(OC)cc4)n23)c(N)c1C(=O)OC	110.2	131.9	117.9	100.7	102.8	97.4	105.5	.
FC(F)(F)c1cc(-c2ncc(-c3cc(C(F)(F)F)cc(C(F)(F)F)c3)c(NC3CCCCCC3)n2)cc(C(F)(F)F)c1	115.3	101.3	100.6	99.9	108.0	104.0	95.6	96.9
NC(=O)c1n[nH]n2c1nc(=O)c1c3c(sc12)CCCC3	109.9	100.7	89.5	92.3	98.3	101.3	119.9	96.2
COc1cc(-c2nc(C(=O)Nc3ccc(F)c(F)c3)nn2-c2ccc(F)c(F)c2)cc(OC)c1OC	101.4	85.4	99.6	81.6	92.0	95.3	98.2	83.4
C=CCOC(=O)Oc1c(C)cc([N+](=O)[O-])cc1[N+](=O)[O-]	103.1	80.1	74.8	95.0	109.8	95.0	107.7	99.8
